cardiac RTF act = cardiac RTF calcium sensitization | P19429+P45379 | IANBD-labeled TnC RTF fluorescence at EC20 calcium; 0% EC20 calcium, 100% full calcium | activation, % at 7.2 µM | 340,000 compounds, 0.24% hits;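 active = activation above the mean over all tested compounds plus 3 SD, cut at about 30% in these data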;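 also: rise in fluorescence read as greater calcium sensitivity of cardiac thin filaments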
Rtt109 HAT inh = C. albicans Rtt109 histone acetyltransferase inhibition; Q5AAJ8; purified Rtt109/Vps75, ThioGlo CoA-SH fluorescence, 4 h; inhibition, % at 34.9 µM; 330,000 compounds, 0.16% hits; AID 540336;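 active = inhibition of at least 50% in every replicate; inconclusive = best replicate reaches 50% inhibition but some replicates fall short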
Target sequence (Q5AAJ8 whole entry, looked up): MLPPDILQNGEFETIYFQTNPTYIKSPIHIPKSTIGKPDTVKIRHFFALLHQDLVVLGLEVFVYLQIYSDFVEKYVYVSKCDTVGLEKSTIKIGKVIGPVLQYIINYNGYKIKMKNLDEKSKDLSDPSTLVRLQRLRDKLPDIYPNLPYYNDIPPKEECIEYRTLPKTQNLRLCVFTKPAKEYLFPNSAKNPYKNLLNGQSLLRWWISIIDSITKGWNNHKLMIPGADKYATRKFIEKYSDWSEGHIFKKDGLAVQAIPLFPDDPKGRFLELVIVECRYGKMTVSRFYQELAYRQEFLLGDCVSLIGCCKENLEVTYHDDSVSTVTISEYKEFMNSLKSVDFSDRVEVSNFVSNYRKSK
MITF act = increases MITF-driven TRPM1 promoter luciferase signal. AID 588334. 300,000 compounds, 0.75% hits. SK-MEL-5 TRPM1-promoter luciferase, 24 h; % of positive control, neutral wells = 0. activation, % at 12.5 µM;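 active = mean activation of at least 80% with every replicate also reaching 80%; inconclusive = mean reaches 80% but some replicate falls short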;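 also: 0% = neutral control wells and 100% = parthenolide positive control wells; values of inactives mirror those of a sister screen read the other way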
dFosB activator = enhances mouse delta FosB homodimer DNA binding; purified delta FosB, TAMRA-CDK5 oligo fluorescence polarization; percent of positive-control signal above neutral wells; P13346; 340,000 compounds, 0.99% hits; AID 493131; activation, % at 25 µM;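 active = mean activation above about 17%, with every replicate also reaching it, limit read from the data, passing the limit was not always enough; inconclusive = only one of the two conditions met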;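 also: fluorescence polarization rise as delta FosB binds a TAMRA Cdk5 AP-1 oligo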
Target sequence (P13346 whole entry, looked up): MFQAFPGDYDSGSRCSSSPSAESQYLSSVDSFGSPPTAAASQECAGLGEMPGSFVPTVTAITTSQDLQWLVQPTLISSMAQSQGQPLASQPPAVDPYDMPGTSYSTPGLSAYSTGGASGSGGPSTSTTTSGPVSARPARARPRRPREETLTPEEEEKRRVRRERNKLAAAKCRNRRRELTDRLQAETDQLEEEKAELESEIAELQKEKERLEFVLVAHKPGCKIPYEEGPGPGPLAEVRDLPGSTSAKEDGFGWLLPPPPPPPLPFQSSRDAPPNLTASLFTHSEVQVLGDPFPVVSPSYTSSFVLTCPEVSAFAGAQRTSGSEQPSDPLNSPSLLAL
CAL PDZ FP-1 = human CAL PDZ-peptide interaction inhibition; inhibition, % at 20 µM; purified CAL PDZ, TMR-peptide fluorescence polarization, 1 h; AID 504414; Q9HD26; 330,000 compounds, 0.02% hits;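 active = highest replicate inhibition of at least 40%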;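 also: plate controls were DMSO neutral control wells for no effect and unlabeled competitor peptide control wells for full effect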
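Material – purified CerCALP PDZ construct · Detection – FP readout, S and P plane fluorescence · Measure – percent inhibition from loss of millipolarization · Controls – unlabelled peptide for full inhibition, DMSO wells as neutral · Probe or stimulus – TMR-labelled reporter peptide T*-PRC34 bound in PDZ groove · Times – 1 h at RT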
V-ATPase pHluor = regulators of yeast V-ATPase proton transport; S. cerevisiae, pHLuorin cytosolic pH fluorescence; response, % at 10 µM; 350,000 compounds, 0.37% hits; AID 504577; in the data active = response mostly above about 7.3%, no sharp cut-off; inactive = mostly below about 5.4%; also: actives read high; inactives centre near 0; some compounds called inactive have numbers as strong as hits
Wnt bcat act = Wnt/beta-catenin pathway activation. Wnt/beta-catenin reporter cell assay, activator, plate reader. activation, % at 9.35 µM. 300,000 compounds, 1.2% hits. AID 743398; in the data active = activation above about 30%, passing the limit was not always enough; inconclusive = no clear call, values can overlap the other calls;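 also: 0% = neutral control wells and 100% = positive control wells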
CDK5 p35 inh = inhibitors of human CDK5/p35 kinase | Q00535+Q15078 | Recombinant CDK5/p35, ADP-Glo luminescence, 60 min | inhibition, % at 10 µM | 330,000 compounds, 0.01% hits;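 active = highest replicate inhibition of at least 50% and at least 75% of replicates reaching 50%; inconclusive = only one of the two criteria met; inactive = both criteria failed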;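 also: plate controls were DMSO neutral control for no effect and GW8510 at 10 µM for full effect; many of its hits are not listed in these tables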
CAL PDZ FP-2 = inhibitors of human CAL PDZ peptide binding; purified CAL PDZ, TMR-peptide fluorescence polarization, 1 h; inhibition, % at 24.9 µM; 300,000 compounds, 0.92% hits; AID 602252;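 active = mean inhibition of at least 30% with at least half of replicates also reaching 30%; inconclusive = no clear call, values can overlap the other calls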;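 also: 0% = DMSO neutral control and 100% = excess unlabeled competitor peptide PRC23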
Tat export inh = E. coli Tat transport inhibition; 340,000 compounds, 0.036% hits; E. coli MC4100 TorA-mCherry Tat export, fluorescence; AID 488895; inhibition, % at 10 µM;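 active = mean replicate inhibition at least 50% and at least half of replicates individually reaching 50%; inconclusive = only one of the two criteria met; inactive = neither criterion met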;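 also: exported cargo escapes ClpAP degradation while cytoplasmic cargo is degraded and loses fluorescence; 0% = median of neutral control wells and 100% = median of NaSCN control wells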
* marks the source's active call; other numbers are inactive results; ? = inconclusive; . = no result given.

The opening eleven records, to show the layout:
SMILES	cardiac RTF act	Rtt109 HAT inh	MITF act	dFosB activator	CAL PDZ FP-1	V-ATPase pHluor	Wnt bcat act	CDK5 p35 inh	CAL PDZ FP-2	Tat export inh
CCOc1ccc(NC(=O)CN2CCCC2c2cccs2)cc1S(=O)(=O)N1CCCC1 (configuration not stated)	-6	4	-3	-13	-0.6	0	-4	-0.5	0	2
S=c1[nH]ncn1-c1ccccn1	-1	-15	12	-3	-0.4	12	.	-0.8	-3	-4
CC(Oc1cccc(F)c1)C(=O)/C=C\N(C)C (configuration not stated)	-3	-1	16	0	1.0	0	3	-3.0	.	-3
CC1CCN(CCCCOc2ccc(F)cc2)CC1	-1	2	16	-9	-3.8	8	.	-0.2	1	-5
O=C(NNC(=O)c1c(F)cccc1F)c1ccccc1-n1cccc1	-3	-6	-2	-3	-0.3	2	1	0.6	.	-8
Cc1cc2c(c(=O)o1)C1(C(=O)N(C)c3ccccc31)C(C#N)=C(N)O2 (configuration not stated)	7	-2	-3	3	-0.6	-2	-6	-0.5	-1	-5
Cc1nn(C)cc1C(C(=O)NC1CCCCC1)N(CCc1ccccc1)C(=O)c1cnccn1 (configuration not stated)	9	1	-6	-1	0.6	2	-1	-2.9	4	-10
CN(Cc1ccccc1)c1ccc2nnc(-c3ccccc3)n2n1	3	12	-10	-21	-1.9	1	-3	-0.2	.	2
Cc1ccc(S(=O)(=O)N2CCOCC2)cc1C(=O)Nc1ccccn1	1	-7	-19	6	-0.5	8	9	0.1	5	0
Cc1c(C(=O)NC(=S)Nc2ccc(N3CCOCC3)cc2)cccc1[N+](=O)[O-]	2	-4	3	-13	-0.7	3	-1	-2.0	-4	-5
CCOc1ncccc1C(=O)OCc1ccccc1	1	-15	2	-6	0.1	1	-6	-0.4	2	-5

The list itself, repeating the preview:
SMILES	cardiac RTF act	Rtt109 HAT inh	MITF act	dFosB activator	CAL PDZ FP-1	V-ATPase pHluor	Wnt bcat act	CDK5 p35 inh	CAL PDZ FP-2	Tat export inh
CCOc1ccc(NC(=O)CN2CCCC2c2cccs2)cc1S(=O)(=O)N1CCCC1 (configuration not stated)	-6	4	-3	-13	-0.6	0	-4	-0.5	0	2
S=c1[nH]ncn1-c1ccccn1	-1	-15	12	-3	-0.4	12	.	-0.8	-3	-4
CC(Oc1cccc(F)c1)C(=O)/C=C\N(C)C (configuration not stated)	-3	-1	16	0	1.0	0	3	-3.0	.	-3
CC1CCN(CCCCOc2ccc(F)cc2)CC1	-1	2	16	-9	-3.8	8	.	-0.2	1	-5
O=C(NNC(=O)c1c(F)cccc1F)c1ccccc1-n1cccc1	-3	-6	-2	-3	-0.3	2	1	0.6	.	-8
Cc1cc2c(c(=O)o1)C1(C(=O)N(C)c3ccccc31)C(C#N)=C(N)O2 (configuration not stated)	7	-2	-3	3	-0.6	-2	-6	-0.5	-1	-5
Cc1nn(C)cc1C(C(=O)NC1CCCCC1)N(CCc1ccccc1)C(=O)c1cnccn1 (configuration not stated)	9	1	-6	-1	0.6	2	-1	-2.9	4	-10
CN(Cc1ccccc1)c1ccc2nnc(-c3ccccc3)n2n1	3	12	-10	-21	-1.9	1	-3	-0.2	.	2
Cc1ccc(S(=O)(=O)N2CCOCC2)cc1C(=O)Nc1ccccn1	1	-7	-19	6	-0.5	8	9	0.1	5	0
Cc1c(C(=O)NC(=S)Nc2ccc(N3CCOCC3)cc2)cccc1[N+](=O)[O-]	2	-4	3	-13	-0.7	3	-1	-2.0	-4	-5
CCOc1ncccc1C(=O)OCc1ccccc1	1	-15	2	-6	0.1	1	-6	-0.4	2	-5
COC(=O)[C@@H](Cc1c[nH]c2ccccc12)NC(=O)C1CCCN(S(=O)(=O)c2ccc(C)cc2)C1 (some centres not stated)	3	5	.	-8	-1.2	-4	1	-0.5	4	-10
COc1cc(C(=O)NNC(=O)COc2cccc(F)c2)ccc1OCC(=O)N1CCOCC1	0	13	3	-3	-1.1	7	-2	1.3	7	-2
COc1ccc(C(=O)CCN2CCCCCC2)cc1	-2	14	2	-4	-0.9	3	-2	0.3	-7	0
Cc1ccc(C(=O)Nc2cccc(C(F)(F)F)c2)cc1NC(=O)c1[nH]cnc1C(N)=O	-7	-1	1	?	-1.2	1	-3	1.2	-3	-4
Cc1ccc(N(O)C(=O)OCCNC(=O)Nc2ccccc2)cc1	13	0	-7	-5	.	-1	.	0.5	-6	-17
COc1ccc(NC2CCCN(C(=O)c3ccncc3)C2)cc1 (configuration not stated)	-2	3	0	-1	-3.0	0	-1	0.2	-3	-2
COc1ccc(CCNCc2cc3ccc(C)cc3[nH]c2=O)cc1OC	8	2	-1	0	-0.4	-1	3	0.4	-3	-7
Cc1cc(C)nc(/N=C2\NC(=O)CC(C(=O)O)N2c2ccc(Cl)cc2)n1 (configuration not stated)	0	-7	0	-4	-3.0	1	16	0.6	.	-1
COc1cc(C=O)ccc1OCc1ccccc1Br	-2	4	42	1	-0.6	1	23	0.5	-1	-3
COc1ccc2c(Cl)c(C(=O)N/N=C/c3ccncc3)sc2c1	-4	7	12	52*	-0.6	-1	3	-1.5	.	9
Cc1cccc(NC(=S)N2CCN(C(=O)c3ccco3)CC2)c1	5	2	8	0	-1.9	2	2	1.2	-2	-14
COc1ccc(N(CC(=O)NCc2ccc(F)cc2)C(=O)c2snc(C(N)=O)c2N)cc1OC	2	11	2	1	-1.0	0	3	0.1	-5	-2
CSc1nc(Oc2ccc(F)cc2F)cc(C(F)(F)F)n1	3	10	.	-8	-0.6	1	-1	0.2	-3	1
CC(C)Oc1ccc(/C=C(/NC(=O)c2ccccc2)C(=O)NC(Cc2ccccc2)C(=O)O)cc1 (configuration not stated)	-1	1	6	-1	-1.0	-2	0	0.2	.	-11
COc1cc(S(=O)(=O)Nc2ccccn2)ccc1F	-2	-7	-8	0	0.8	0	.	-1.4	1	-3
COc1cc(/C=C/C(=O)OCC(=O)N2CC(=O)Nc3ccccc32)ccc1O	1	4	-13	0	-1.1	-2	-4	0.3	5	0
CCOC(=O)N1CCN(Cc2nc3c(c(=O)n(C)c(=O)n3C)n2Cc2cccc(C)c2)CC1	2	-10	.	-5	.	-4	.	-2.2	-5	1
CC1(C)CC(=O)c2cnc(NC(=O)CSc3nc4ccccc4o3)nc2C1	-7	-13	1	4	-1.3	1	.	-0.9	-1	-2
Cc1ccc(CCNC(=O)C2CCCN(S(=O)(=O)c3c(C)nn(C)c3C)C2)cc1 (configuration not stated)	-2	7	-1	7	-3.4	1	-4	-0.3	2	4
COCCCNC(=O)c1ccc2c(=O)n(Cc3ccc4c(c3)OCO4)c(=S)[nH]c2c1	-1	-30	-6	-9	-0.2	-1	1	-0.6	-2	-9
COCCN1Cc2cccc(C(=O)NCc3ccccn3)c2C1=O	-4	-5	.	0	-1.7	5	0	1.6	.	-13
COc1ccccc1C(=O)OCc1cc(=O)n2ccsc2n1	6	1	33	0	0.8	0	5	-6.7	-1	-4
Cc1oc(-c2cccc(F)c2)nc1CN1CCCCC1CCn1cccn1 (configuration not stated)	-3	-4	9	-5	-0.3	4	?	-0.1	0	-2
CCN1C(=O)[C@H]2[C@H]3CN=C(SCc4ccc(Cl)cc4)N3[C@@](C)(C(=O)OC)[C@H]2C1=O	-3	5	0	1	-0.2	-1	-2	1.5	-2	8
O=C(CCN1C(=O)C2CC=CCC2C1=O)Nc1ccccc1Cl (configuration not stated)	0	2	-1	-8	1.2	1	-2	-1.2	-7	4
CC(C)[C@H](N)c1nnc2n1N=C(c1ccc(Cl)cc1)CS2	2	-12	-9	-2	0.3	1	0	0.2	13	7
Cc1ccc(-c2nn(C)c(=O)c3ccccc23)cc1S(=O)(=O)NCCO	-10	0	11	-7	.	2	.	-1.1	-7	-1
CCOC(=O)c1c(OCC)[nH]c2ccc(O)cc12	3	-2	-12	-1	-0.8	-1	2	0.0	0	-4
COc1ccc(NC(=O)c2cc(-c3ccccc3)nc3c2c(C)nn3-c2ccccc2)c(OC)c1	-5	-9	-11	0	-2.1	1	-4	0.5	-1	-5
COc1cccc(-n2c(SCC(N)=O)nnc2-c2ccco2)c1	6	-2	.	-4	-0.9	-2	2	-5.1	-1	7
Cc1cc(NC(=O)CSc2nnc(-c3ccco3)n2Cc2ccccc2)no1	7	-8	9	-1	-1.9	-1	.	-0.9	.	-11
O=C(Nc1ccc2c(c1)CCC2)c1ncoc1-c1ccccc1F	-1	1	19	-8	-1.2	-3	-1	3.5	69*	-7
O=C(NC1CCCCC1)C(c1cccs1)N(Cc1cccs1)C(=O)c1ccco1 (configuration not stated)	1	-3	12	-6	-0.8	3	-4	-0.4	-2	2
C/C(=N\NC(=O)c1ccoc1C)c1ccc(Br)s1	0	-3	39	-6	-1.0	4	12	1.0	-5	5
Cc1cc(C(=O)NCc2cccs2)n(-c2ccccc2)n1	-1	-4	5	4	-0.3	-2	-2	0.0	0	-7
CCn1c(SCc2c(Cl)cccc2Cl)nc2nc3c(cc2c1=O)CCCC3	4	0	3	-9	-1.0	-2	-5	-0.2	15	6
COc1ccc(C(=O)N2CCOC2CNC(=O)C(=O)NCc2ccco2)cc1 (configuration not stated)	2	1	-6	-6	-0.7	-1	0	-1.5	2	-3
CCCCC(C(=O)NC1CCCC1)N(Cc1ccccc1)C(=O)c1snc(C(N)=O)c1N (configuration not stated)	-3	17	1	-2	-1.4	-3	-3	-0.4	0	10
CSCCC(NS(=O)(=O)c1ccccc1F)C(=O)NCC(c1ccc(F)cc1)N1CCOCC1 (configuration not stated)	-7	-2	8	-5	-1.9	-3	-2	-0.5	-2	-5
O=C(COC(=O)c1cc([N+](=O)[O-])ccc1NCc1ccccc1)NCc1ccccc1Cl	3	-6	3	-2	-0.5	3	-4	-1.5	-1	3
Cc1ccccc1OCC(=O)NCCCNC(=O)c1ccco1	-6	-1	0	2	-2.5	-3	-3	-0.6	-5	2
Cc1ccc([N+](=O)[O-])c(OCCCN2CCCCCC2)c1	7	.	-10	10	4.3	-1	1	1.2	0	19
O=c1c2cc(Cl)ccc2nc(-c2ccccc2Cl)n1O	-3	-6	-10	-3	1.1	2	0	-1.3	-2	0

Record cards, as listed above. Order of values: cardiac RTF act	Rtt109 HAT inh	MITF act	dFosB activator	CAL PDZ FP-1	V-ATPase pHluor	Wnt bcat act	CDK5 p35 inh	CAL PDZ FP-2	Tat export inh
Entry for CSc1nc(Oc2ccc(F)cc2F)cc(C(F)(F)F)n1 : 3	10	.	-8	-0.6	1	-1	0.2	-3	1
Entry for Cc1c(C(=O)NC(=S)Nc2ccc(N3CCOCC3)cc2)cccc1[N+](=O)[O-] : 2	-4	3	-13	-0.7	3	-1	-2.0	-4	-5

Bioassay records deposited in PubChem by several laboratories.
